Source: PubChem (several laboratories)
Diaphorase inh – diaphorase inhibitors and chemical oxidizers, primary screen, counter-screen for diaphorase-coupled primary assays, biochemical, uHTS, resorufin fluorescence. diaphorase resazurin-to-resorufin fluorescence, NADH, 16 min; bacterial (C. kluyveri) enzyme, not human. inhibition, % at 20 µM. 190,000 tested, 0.69% active. AID 1217, 2008;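 active = primary screen inhibition at 20 µM above a set limit, cut at about 50% in these data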;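 note: plate controls were DMSO with full reaction for no effect and wells lacking NADH for full effect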
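Assay system: diaphorase enzyme from Clostridium kluyveri. Quantity: enzyme working solution with 0.14 U/mL diaphorase. Schedule: reaction incubation of 16 min at room temperature. Technique: resorufin fluorescence, excitation 544 nm, emission 590 nm. Controls: No-NADH positive control and DMSO neutral control.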
APP transl inh – inhibitors of APP translation via 5'UTR reporter, primary screen, APP 5'UTR luciferase, SH-SY5Y cells; SH-SY5Y APP 5'UTR-luciferase reporter, luminescence; inhibition, % at 2 µM; 190,000 tested, 0.82% active;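 active = inhibition above a set limit, derived from the sample mean plus 3 SD, cut at about 45% in these data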; note: values of inactives mirror those of a sister screen read the other way
TLR4-MyD88 BLA – inhibitors of TLR4-MyD88 association in cells, primary screen, cell-based, HeLa CL3-4, BLA complementation, FRET ratio | inhibition, % at 8.4 µM | HeLa CL3-4 TLR4/MyD88 BLA complementation | AID 861, 2007 | Toll-like receptor 4 (Homo sapiens) + Myeloid differentiation primary response protein … | 200,000 tested, 0.18% active; in the data active = inhibition above about 25%;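 note: 0% = vehicle and 100% = reference inhibitor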
Target sequence (O00206 whole entry, looked up): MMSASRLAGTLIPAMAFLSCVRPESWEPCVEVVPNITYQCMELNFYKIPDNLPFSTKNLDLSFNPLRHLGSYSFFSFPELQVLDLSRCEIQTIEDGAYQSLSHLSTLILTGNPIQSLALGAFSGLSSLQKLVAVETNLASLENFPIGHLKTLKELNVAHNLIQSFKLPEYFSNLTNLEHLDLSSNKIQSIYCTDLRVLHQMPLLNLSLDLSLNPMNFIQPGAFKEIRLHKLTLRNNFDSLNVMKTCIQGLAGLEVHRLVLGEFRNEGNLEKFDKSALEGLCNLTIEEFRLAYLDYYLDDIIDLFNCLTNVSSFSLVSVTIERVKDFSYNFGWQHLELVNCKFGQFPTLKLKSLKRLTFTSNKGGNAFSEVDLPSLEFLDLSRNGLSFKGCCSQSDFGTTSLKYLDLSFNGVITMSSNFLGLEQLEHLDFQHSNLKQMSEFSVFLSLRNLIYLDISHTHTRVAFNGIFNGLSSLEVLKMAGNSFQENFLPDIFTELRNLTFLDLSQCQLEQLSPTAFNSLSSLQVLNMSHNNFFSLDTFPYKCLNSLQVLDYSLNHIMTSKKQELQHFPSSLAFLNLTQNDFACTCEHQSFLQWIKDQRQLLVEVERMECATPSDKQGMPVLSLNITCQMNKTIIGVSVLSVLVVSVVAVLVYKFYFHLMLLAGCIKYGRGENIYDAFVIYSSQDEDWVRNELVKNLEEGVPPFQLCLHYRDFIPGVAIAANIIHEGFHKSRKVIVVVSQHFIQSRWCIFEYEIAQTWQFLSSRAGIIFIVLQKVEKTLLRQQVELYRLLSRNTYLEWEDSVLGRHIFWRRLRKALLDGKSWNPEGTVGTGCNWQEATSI
Target sequence (Q99836 whole entry, looked up): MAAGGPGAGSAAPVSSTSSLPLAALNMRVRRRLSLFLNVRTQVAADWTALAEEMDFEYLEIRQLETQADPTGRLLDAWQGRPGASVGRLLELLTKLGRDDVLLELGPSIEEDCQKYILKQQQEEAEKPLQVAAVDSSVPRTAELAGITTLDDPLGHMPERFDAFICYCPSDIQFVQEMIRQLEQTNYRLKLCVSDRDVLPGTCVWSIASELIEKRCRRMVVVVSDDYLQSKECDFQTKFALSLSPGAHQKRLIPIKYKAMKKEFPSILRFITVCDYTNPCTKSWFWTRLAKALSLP
STAT3 activator – IL-6 driven STAT3 reporter potentiators, primary screen, U3A cells, luciferase, luminescence, MLSCN library. AID 871, 2007. IL-6 STAT3-luciferase reporter; 100% = signal with IL-6 EC80 alone. activation (% of control), % at 5.6 µM. 190,000 tested, 0.91% active;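 active = activation above the screen-wide mean of compound activation plus 3 SD, cut at about 130% in these data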;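 note: 0% = background luminescence of wells with medium and substrate only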
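Test system: Human STAT1-deficient U3A cells with stable STAT3-luciferase reporter | Also added: Interleukin-6, 33 ng/mL | Timing: Compound pre-incubation 1 h before IL-6, then 6 h stimulation at 37 °C | Technique: Luciferase reporter luminescence | Read-out: Percent of IL-6-only median luminescence | Benchmarks: IL-6-only wells as 100% reference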
Diaph act CS – compounds boosting diaphorase resazurin reduction – biochemical, uHTS, resorufin fluorescence, counter-screen for diaphorase-coupled primary assays, primary screen | 190,000 tested, 0.005% active | Diaphorase/resazurin coupled assay, 16 min; stronger effect = higher value; 1 = vehicle wells, 0 = NADH-free wells | AID 1229, 2008 | activation factor at 20 µM;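 active = diaphorase activity raised at least twofold by the compound at 20 µM; inactive = activation factor below 2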
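Material: bacterial diaphorase enzyme (C. kluyveri); amount: enzyme 0.07 U/mL final; reagent: NADH substrate 0.114 mM plus resazurin dye 0.1 mM, final; doses: single compound dose of 20 µM, 1% DMSO final; timing: 16 min enzyme reaction, ambient temperature; measured by: fluorescence of resorufin, 544 nm excitation, 590 nm emission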
Hsp70 activator – Hsp70 transcriptional activators, primary screen, cell-based, HeLa, Hsp70 promoter luciferase, luminescence, 10 µM; activation, % at 10 µM; AID 1203, 2008; HeLa Hsp70 promoter luciferase reporter; scaled: vehicle 0, proteasome-inhibitor control 100%; 200,000 tested, 0.04% active;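 active = activation above the mean across all tested compounds plus 3 SD, cutoff set per campaign, cut at about 5.5% in these data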;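 note: 100% = MG132 at 30 µM as the positive control and 0% = DMSO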
STAT1 blocker – STAT1 signaling inhibitors, primary screen, cell-based, HTS, luciferase reporter. NIH 3T3 STAT1-luciferase reporter, IFN-gamma, luminescence. inhibition, % at 5.5 µM. 200,000 tested, 0.35% active. AID 920, 2007;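 active = inhibition above a set limit, the mean inhibition across all tested compounds plus 3 SD, cut at about 34% in these data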;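 note: 0% = IFN-gamma with DMSO and 100% = IFN-gamma with 300 µM nifuroxazide; values of inactives mirror those of a sister screen read the other way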
G6PDH counter – L. mesenteroides G6PDH inhibitors, counter-screen for G6PDH-coupled screening assays, biochemical, Leuconostoc mesenteroides enzyme; Purified L. mesenteroides G6PDH, diaphorase/resazurin coupled fluorescence, 45 min; inhibition, % at 5 µM; 200,000 tested, 0.12% active; in the data active = inhibition above about 50%
STAT1 act – STAT1 signaling activators, primary screen, cell-based, HTS, luciferase reporter; NIH 3T3 STAT1-luciferase reporter, IFN-gamma, luminescence; 100% = IFN-gamma alone, no compound; activation (% of control), % at 5.5 µM; 200,000 tested, 2.6% active;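 active = activation above the screen-wide mean activation plus 3 SD, cut at about 130% in these data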;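 note: raw ratio to IFN-gamma control signal so 100% means no change and 0% no light; values of inactives mirror those of a sister screen read the other way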
STAT3 blocker – IL-6 driven STAT3 reporter inhibitors, primary screen, U3A cells, luciferase, luminescence, MLSCN library; inhibition, % at 5.5 µM; IL-6 STAT3-luciferase reporter; host cell line lacks STAT1; 190,000 tested, 0.89% active;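 active = inhibition above the mean inhibition across all screened compounds plus 3 SD, cut at about 44% in these data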;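 note: 0% = DMSO only wells and 100% = 100 µM nifuroxazide control wells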
Active calls of the source: *. This is a random part of the collection; 6.1% or so of the library scored in one or more.

SMILES	Diaphorase inh	APP transl inh	TLR4-MyD88 BLA	STAT3 activator	Diaph act CS	Hsp70 activator	STAT1 blocker	G6PDH counter	STAT1 act	STAT3 blocker
Cc1cc(/N=C/N(C)C)on1	7	-8	-16	100	0.9	-0.3	-3	-4	103	5
COC(=O)c1ccc(-n2c(C)cc(C(=O)COC(=O)CC3Sc4ccccc4NC3=O)c2C)cc1 (centres undefined)	22	-19	-4	115	0.8	0.2	-12	8	111	-21
CSc1ccc(NC(=O)NCCCN2CCN(c3ccccc3F)CC2)cc1	0	9	3	96	1	-0.4	-6	0	105	8
COc1ccc(CCN2C(=O)C3C4C=CC(C5CC45)C3C2=O)cc1OC (centres undefined)	-20	8	1	97	1.2	-0.1	6	7	92	7
COc1ccc(OC)c(NC(=O)c2ccc(CSc3nnc(C)s3)cc2)c1	27	-13	-10	81	0.7	-0.2	5	3	94	27
O=C(OCC1CC(c2ccccc2)=NO1)c1ccc(Br)cc1 (centres undefined)	13	-5	2	87	0.9	-0.4	5	10	95	12
CCc1ccc(NC(=O)c2cc(-c3ccco3)on2)cc1	-17	6	9	94	1.2	-0.4	-32	7	130*	7
O=C(NCc1ccc(F)cc1)c1ccc(CS(=O)(=O)Cc2ccccc2F)o1	-11	-6	-3	88	1.1	-0.1	15	7	87	21
C=CCOC(=O)C1=C(C)NC(SCC(=O)N(CC)CC)=C(C#N)C1c1ccccc1 (centres undefined)	22	2	-4	106	0.8	-0.3	6	5	93	-1
CC1(C)CC(=O)C(/C=N/c2ccccn2)=C(O)C1	1	-1	-2	108	1	-0.1	6	4	95	-7
CNC(=O)c1nn(-c2ccc(C)cc2)ccc1=O	14	8	6	114	0.9	-0.1	3	-10	98	-11
COc1ccc(OC)c(NC(=O)CSc2ccccc2)c1	15	0	-10	96	0.9	0.0	-6	-4	106	8
CSCCC(NC(=O)c1ccco1)C(=O)OCc1cc([N+](=O)[O-])cc2c1OCOC2 (centres undefined)	33	8	-7	100	0.7	-0.2	-1	3	101	8
O=C(Nc1cnccn1)c1csc2ccccc12	25	-42	-3	88	0.8	-0.3	-8	-2	107	17
CC(=O)c1cccc(NC(=O)COC(=O)c2cccc(N3C(=O)c4ccccc4C3=O)c2)c1	10	-1	-6	105	0.9	-0.4	-4	11	103	-11
COc1ccc(-c2ccc(SCc3ccccn3)nn2)cc1OC	-7	-22	-14	103	1.1	0.3	-4	4	102	-2
CC1(C)CC(=O)c2cc3c(nc2C1)CC(C)(C)CC3=O	12	6	5	100	0.9	-0.5	-4	10	104	-5
CCC1(C)Cc2ccccc2-c2nc(NCCO)[nH]c(=O)c21 (centres undefined)	13	-9	2	104	0.9	-0.4	0	5	103	-5
Cc1ccc(NC(=O)CN(C)C(=O)CSc2nc3ccccc3o2)cc1	-10	-8	7	99	1.1	-0.3	-2	12	102	4
N#Cc1c(N2CCN(C(=O)c3ccccc3)CC2)nc(-c2ccccc2)c2c1CCCC2	18	9	2	98	0.8	0.0	0	2	103	3
O=c1cnc2ccccc2n1CC1CCCCC1	13	-15	1	109	0.9	0.7	9	12	92	-8
COc1ccccc1NC(=O)CSc1nnc(-c2ccncc2)o1	21	-18	0	104	0.8	0.1	-7	-2	106	-1
CN(C)S(=O)(=O)c1ccc(NC=O)cc1	18	25	-18	101	0.8	1.6	-2	8	101	0
CC(OC(=O)c1ccc2c(c1)C(=O)N(Cc1ccncc1)C2=O)C(=O)Nc1cccc(Cl)c1Cl (centres undefined)	10	4	7	95	0.9	-0.3	4	-39	97	2
Cc1cc(C)n2c(Br)c(CSc3nc4ccccc4o3)nc2n1	26	-18	-6	99	0.7	0.2	-15	4	114	6
CS(=O)(=O)c1sc2nc(-c3ccccc3)cc(-c3ccccc3)c2c1N	25	-2	22	93	0.8	-0.3	-4	0	104	14
Cc1ccc(S(=O)(=O)NCC2CCCO2)cc1[N+](=O)[O-] (centres undefined)	5	14	6	108	1	-0.2	3	-8	97	-11
Cc1ccc(O)c(NC(=O)c2ccco2)c1	-1	-59	-5	109	1	0.0	-21	5	120	-7
COc1cccc(/C=C/C(=O)OCC(=O)c2ccc3c(c2)NC(=O)CO3)c1OC	10	-2	7	85	0.9	-0.1	-3	-5	101	21
CCN(CC)c1ccc(NC(=O)CCNC(=O)c2ccco2)cc1	14	2	-3	100	0.9	-0.2	2	3	98	-2
c1cncc(CSc2nnc(-c3cccnc3)n2Cc2ccco2)c1	8	5	-6	101	0.9	-0.4	-4	-2	104	1
CSc1ccccc1NC(=O)c1noc2c1CCC2	14	-18	-11	109	0.9	-0.2	-13	1	112	-6
Cc1ccc(NC(=O)N2CCC(C(N)=O)CC2)cc1	6	1	-22	105	0.9	-0.3	8	2	93	-3
O=c1[nH]c2ccccc2nc1/C=C/c1ccc(O)cc1	12	-81	36*	79	0.9	-0.2	-44	9	138*	26
COc1ccc(OC)c(Cc2nnc(CCC(=O)NC3CCCCC3)o2)c1	8	6	-6	95	0.9	-0.1	-12	10	110	11
CC(C)(C)NC(=O)CSC(=Nc1cccc(F)c1)NC#N	10	-7	-5	102	0.9	-0.1	0	-1	100	0
CC1=C(C(=O)Nc2ccccn2)C(c2ccc(N(C)C)cc2)n2ncnc2N1 (centres undefined)	2	-50	-2	103	1	0.0	-11	1	110	-1
COCc1cc(C)nc(SCC[N+](C)(C)CC(=O)Nc2cccc(C)c2)c1C#N	1	12	-10	107	1	0.0	-2	-2	104	-3
Cc1cc(C)n(-c2nc3c(c(=O)[nH]c(=O)n3C)n2CC(O)c2ccccc2)n1 (centres undefined)	11	-4	-2	98	0.9	-0.5	5	1	95	2
Cc1cccc2cc(/C=N/NC(=O)CN3CCOCC3)c(Cl)nc12	2	6	2	110	1	-0.1	10	0	91	-11
Clc1ccccc1-c1nc2ccccc2c2nncn12	18	22	-1	105	0.8	-0.5	2	0	100	-5
O=C(c1ccccc1)C1Oc2ccccc2C2CC(c3cccs3)=NN12 (centres undefined)	31	14	-25	111	0.7	-0.3	9	10	92	-2
COC1(OC)N=C(N)C2(C#N)C(c3ccc(F)cc3)C12C#N (centres undefined)	3	-5	5	94	1	-0.3	0	0	98	11
CCCCOC(=O)c1ccc(NC(=O)C2CCCO2)cc1 (centres undefined)	3	-26	-7	94	1	-0.1	-13	1	112	9
Cc1cnc(NC(=O)CSC(=S)N2CCOCC2)s1	-7	-29	1	102	1.1	-0.1	-6	-3	104	8

Grouped by structure, the entries above containing an aryl thioether with sulfur outside any ring.
SMILES	Diaphorase inh	APP transl inh	TLR4-MyD88 BLA	STAT3 activator	Diaph act CS	Hsp70 activator	STAT1 blocker	G6PDH counter	STAT1 act	STAT3 blocker
CSc1ccc(NC(=O)NCCCN2CCN(c3ccccc3F)CC2)cc1	0	9	3	96	1	-0.4	-6	0	105	8
COc1ccc(OC)c(NC(=O)c2ccc(CSc3nnc(C)s3)cc2)c1	27	-13	-10	81	0.7	-0.2	5	3	94	27
COc1ccc(OC)c(NC(=O)CSc2ccccc2)c1	15	0	-10	96	0.9	0.0	-6	-4	106	8
COc1ccc(-c2ccc(SCc3ccccn3)nn2)cc1OC	-7	-22	-14	103	1.1	0.3	-4	4	102	-2
Cc1ccc(NC(=O)CN(C)C(=O)CSc2nc3ccccc3o2)cc1	-10	-8	7	99	1.1	-0.3	-2	12	102	4
COc1ccccc1NC(=O)CSc1nnc(-c2ccncc2)o1	21	-18	0	104	0.8	0.1	-7	-2	106	-1
Cc1cc(C)n2c(Br)c(CSc3nc4ccccc4o3)nc2n1	26	-18	-6	99	0.7	0.2	-15	4	114	6
c1cncc(CSc2nnc(-c3cccnc3)n2Cc2ccco2)c1	8	5	-6	101	0.9	-0.4	-4	-2	104	1
CSc1ccccc1NC(=O)c1noc2c1CCC2	14	-18	-11	109	0.9	-0.2	-13	1	112	-6
COCc1cc(C)nc(SCC[N+](C)(C)CC(=O)Nc2cccc(C)c2)c1C#N	1	12	-10	107	1	0.0	-2	-2	104	-3
